Screening data from PubChem.
Artemis inh – blocks endonuclease activity of human Artemis. Q96SD1. recombinant Artemis, quenched FAM hairpin cleavage fluorescence. inhibition, % at 10 µM. actives 0.78% (n = 30,000);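 active = at 10 µM dose, at least 30% inhibition, measured as corrected fluorescence normalized to stimulator and neutral control wells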
Target sequence (Q96SD1 whole entry, looked up): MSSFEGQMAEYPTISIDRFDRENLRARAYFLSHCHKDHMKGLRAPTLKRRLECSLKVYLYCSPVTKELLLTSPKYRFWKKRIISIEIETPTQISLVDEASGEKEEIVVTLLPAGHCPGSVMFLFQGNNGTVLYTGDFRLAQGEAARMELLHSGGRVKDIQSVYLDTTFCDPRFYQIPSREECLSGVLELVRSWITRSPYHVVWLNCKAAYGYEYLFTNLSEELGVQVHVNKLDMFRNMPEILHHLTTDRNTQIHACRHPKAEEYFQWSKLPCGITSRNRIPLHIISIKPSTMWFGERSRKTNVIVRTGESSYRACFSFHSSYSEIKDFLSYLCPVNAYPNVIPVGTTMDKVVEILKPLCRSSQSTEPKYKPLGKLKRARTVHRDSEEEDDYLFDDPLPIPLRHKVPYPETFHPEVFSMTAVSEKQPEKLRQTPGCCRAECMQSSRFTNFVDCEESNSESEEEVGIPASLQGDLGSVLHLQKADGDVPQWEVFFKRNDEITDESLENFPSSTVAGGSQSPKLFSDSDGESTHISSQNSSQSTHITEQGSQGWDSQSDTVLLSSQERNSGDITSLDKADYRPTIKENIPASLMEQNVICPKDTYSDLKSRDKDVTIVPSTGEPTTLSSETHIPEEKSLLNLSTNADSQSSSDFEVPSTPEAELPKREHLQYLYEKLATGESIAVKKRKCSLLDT
* marks the source's active call; other numbers are inactive results. An excerpt, so the mix of outcomes need not match the whole.

compound	Artemis inh
Cc1ccc(NC(=O)c2ccc(CSc3ccccn3)cc2)cc1	12.1
O=C(OCC(=O)N1CCCC1)c1ccccc1OCc1ccccc1	-3.7
COc1ccc(C(=O)COC(=O)CNC(=O)C2CCCCC2)c(OC)c1	-3.8
CC1(C)CC(=O)C2=C(C1)NC(SCC(=O)Nc1ccccc1)=C(C#N)C2c1ccco1 (centres undefined)	12.6
COc1ccc(C(=O)Nc2ccc(Cl)cc2C(=O)N2CCCC(C)C2)cc1 (centres undefined)	4.7
CCOc1ccccc1NC(=O)C1CCCN(S(=O)(=O)c2cccc3nsnc23)C1 (centres undefined)	-1.0
Cc1nc2cc(CO)ccc2s1	-6.9
CN1CCN(CCCCC(=O)c2ccccc2)CC1	-6.7
Cc1ccc(N2C(N)=C(C#N)C(c3ccsc3)C3=C2CC(C)(C)CC3=O)cc1 (centres undefined)	9.3
COC(=O)c1c(-c2cccs2)csc1NC(=O)CN1CCOCC1	0.6
COc1ccc(Oc2nnc(-c3ccccc3)cc2C#N)cc1	6.3
O=C1CC(N2CCN(C/C=C/c3ccccc3)CC2)C(=O)N1Cc1cccs1 (centres undefined)	-4.2
O=C(c1ccco1)N1CCN(c2nc(-c3ccc(F)cc3)cs2)CC1	1.7
O=C(c1ccccc1Oc1ccccc1)N1CCN(c2ccccc2)CC1	1.2
COc1ccccc1-c1nnc(SCC(=O)N2CC(C)CC(C)C2)o1 (centres undefined)	3.5
O=C(CN1C(=O)NC2(CCSC2)C1=O)N1CCN(c2ccc(F)cc2)CC1 (centres undefined)	1.0
Nc1cc(OC(=O)c2cccs2)nn1S(=O)(=O)c1ccccc1	-3.8
CSc1nc(N)nc(-c2cccs2)c1C#N	2.8
Cc1ccc(N(Cc2ccco2)C(=O)c2cccc(S(=O)(=O)N(C)C)c2)cc1	0.2
O=c1[nH]cnc2c1sc1nc3c(c(-c4ccc(Cl)cc4)c12)CCC3	11.4
CCCCNC(=O)NNC(=O)c1ccoc1C	-4.8
Cc1ccn(C(=O)c2ccc(NC(=O)C3CCCCC3)cc2)n1	5.8
CCOC(=O)CN(C(=O)CSc1nnc(CNc2ccc(F)cc2)n1CC)c1ccc(F)cc1	-2.5
Cc1ccc2c(c1)c1c(n2CC(O)Cn2ccnc2C)C(=O)CCC1 (centres undefined)	0.8
COc1ccccc1C(=O)Nc1cc2ccccc2oc1=O	-4.3
CC(C)CN1C(=O)C(=O)N(CC(=O)NCc2ccc3c(c2)OCO3)C1=O	-1.5
COc1ccc(Cc2nc(-c3cccc(C)c3)no2)cc1	4.1
Fc1ccccc1NC(=S)NNc1ncc(C(F)(F)F)cc1Cl	0.5
COc1cccc(/C=N/n2c(-c3ccco3)nc3ccccc3c2=O)c1	3.6
COc1ccc(C2CC(C(F)(F)F)n3ncc(C(=O)Nc4cccc(O)c4)c3N2)cc1OC (centres undefined)	-4.5
Cc1ccc2cc(CN(CCO)Cc3nnnn3Cc3ccc(F)cc3)c(=O)[nH]c2c1	1.5
Cc1nc2ncnn2c(C)c1Cc1c(Cl)cccc1Cl	2.1
CCOC(=O)c1[nH]c(=O)[nH]c1CSCCO	-13.0
Cc1sc2ncn(CC(=O)NCCc3ccccc3)c(=O)c2c1C	-2.5
O/N=C/c1cc(Br)ccc1OCc1cccc(F)c1	4.5
Nc1nc2ccc(S(=O)(=O)c3ccc4nc(N)sc4c3)cc2s1	1.5
CC(CC(=O)NCc1cccnc1)c1ccccc1 (centres undefined)	5.5
FC(F)Sc1ccc(NC(=S)NC2CCC(NC(=S)Nc3ccc(SC(F)F)cc3)CC2)cc1 (centres undefined)	-1.4
Cc1cccc(-n2ncc3c(NCCN4CCOCC4)ncnc32)c1	5.5
CN(O)/C=c1/ccc2c(n1)C(=O)C=CC=2	4.1

Some of the entries so far, field by field.
> Cc1cccc(-n2ncc3c(NCCN4CCOCC4)ncnc32)c1
  Artemis inh: 5.5
> Cc1sc2ncn(CC(=O)NCCc3ccccc3)c(=O)c2c1C
  Artemis inh: -2.5
> CCOC(=O)c1[nH]c(=O)[nH]c1CSCCO
  Artemis inh: -13.0
> CC(CC(=O)NCc1cccnc1)c1ccccc1 (centres undefined)
  Artemis inh: 5.5

The listing continues.
compound	Artemis inh
COC(=O)c1ccc(CN(c2ccc(C)cc2)S(=O)(=O)c2ccc3c(c2)OCCO3)o1	-1.1
Cc1cc(C)nc(SCc2n[nH]c(=S)n2C)n1	-7.8
Cc1cccc(-c2noc(CN(C(=O)C34CC5CC(CC(C5)C3)C4)C(C)C)n2)c1	10.0
CCC(C(=O)Nc1nnc(-c2ccco2)s1)c1ccccc1 (centres undefined)	-7.2
c1cncc(-c2noc(-c3ccco3)n2)c1	7.2
Cc1ccc(CNc2nc3ccccc3s2)s1	-3.1
Cc1ccccc1Cn1nc(C)c(NC(=O)c2cc3nc(-c4ccco4)cc(C(F)(F)F)n3n2)c1C	6.6
CCn1c(SCC(=O)Nc2ccc3c(c2)OCCO3)nc2c(c1=O)SC(C)C2 (centres undefined)	-3.7
CC(C)CNS(=O)(=O)c1ccc(CCC(=O)NCc2ccco2)cc1	0.2
Cc1cc(C(=O)Nc2ccc(C(=O)O)cc2)c(-c2ccccc2)o1	-9.6
CCN(CC)c1ccc(C(=O)Nc2cccc(F)c2)cc1	-6.5
CCN(CC)C(=O)c1c(NC(=O)c2ccccc2)sc(C)c1C	-3.6
CCC(=O)Nc1nc2nc(C)cc(=O)n2[nH]1	-7.3
O=c1c2c(n3cnnc3n1-c1ccccc1)-c1ccccc1CC21CCCCC1	3.3
COc1ccc(OC)c(NC(=S)NCc2ccco2)c1	-4.6
COc1ccc(C(=O)N[C@H]2COC(C)(C)O[C@H]2c2ccccc2)cc1	-1.4
Cc1cccc(N2C(=S)N=C(Nc3c(C)cccc3C)C23CCOC(C)(C)C3)c1 (centres undefined)	-1.0
Cc1ccc(CN(C#N)c2nc(C)cc(C)n2)cc1	1.4
NS(=O)(=O)c1ccc(CCNC(=O)c2cncc(Br)c2)cc1	2.2
O=S(=O)(/N=C(\c1ccccc1)N1CCOCC1)c1cccs1	-3.0
O=c1c2c3nc4ccccc4nc3n(CC3CCCO3)c2ncn1CCc1ccccc1 (centres undefined)	1.2
O=C1CC(C(=O)Nc2ccc(C(=O)N3CCOCC3)cc2)C2(CCCCC2)O1 (centres undefined)	-6.6
Cc1nc2nc[nH]n2c(=O)c1NC(=O)CCc1ccccc1	-6.5
CC(=O)c1cn(CC(=O)Nc2ccc(C)cc2)c2ccccc12	-10.9
O=C(CSc1nc(Nc2ccccc2)nc(N2CCOCC2)n1)N1CCCC1	-4.9
C#CC[N+](C)(C)C(C#Cc1ccccc1)CC=C (centres undefined)	1.1
NCCOc1ccccc1-c1ccccc1	-2.8
OC1CN=C2CCCc3c2n(c2ccc(Cl)cc32)C1 (centres undefined)	3.5
CCCC(c1nnnn1Cc1ccc(OC)cc1)N1CCC(C(N)=O)CC1 (centres undefined)	16.7
COC(=O)c1[nH]c2cc(OC)ccc2c1NC(=O)CCN1CCN(c2cccc(C)c2C)CC1	-6.1
COc1ccc(-c2cc(C(F)(F)F)nc(SCC(=O)NCCN3CCOCC3)n2)cc1OC	-2.6
CC(C)OC(=O)CC12CN3CN(C1)CC(CC(=O)OC(C)C)(C3)C2=O	2.9
COc1ccc(N2CC(O)=C(c3n(C)c4ccccc4[n+]3C)C2=N)cc1	3.0
CC(C)(C)c1nc(CN2CCCCC2)cc(CN2CCCCC2)c1O	-1.2
CC1CCN(C(c2ccc(N(C)C)cc2)c2nnnn2Cc2ccc(F)cc2)CC1 (centres undefined)	4.3
Clc1ccc(CSc2cc3c(nn2)-c2ccccc2CC3)cc1	5.4
COc1ccc(NC(=O)C(=O)NNC(=O)c2cccs2)c(OC)c1	6.8
Cc1nn(Cc2ccc([N+](=O)[O-])cc2)c(=O)n1N(C)c1ncc(C(F)(F)F)cc1Cl	-2.4
COc1ccc(OCCNc2cc(N3CCCCC3)ccc2[N+](=O)[O-])cc1	10.8
Cc1nn(-c2ccccc2)c2sc(C(=O)N(Cc3ccco3)C(C)C(=O)NC(C)(C)C)cc12 (centres undefined)	12.0
O=S(=O)(Cc1ccccc1Cl)N1CCCCC1	2.2
CCCP(=O)(CC(=O)N(CC)CC)c1ccccc1 (centres undefined)	-4.2
COc1cccc(NC(=O)c2cc(C(=O)Nc3cccc(OC)c3)n(C)n2)c1	-0.5
C=CCOc1ccc(/C(O)=C2/C(=O)C(=O)N(CCCN3CCOCC3)C2c2ccccc2)cc1 (centres undefined)	3.9
FC(F)(F)c1cccc(-c2cc3ccccc3nc2N2CCCC2)c1	-5.0
Cc1ccc(OC(=O)Cn2c(C(F)(F)F)nc3ccccc32)cc1	-9.1
Cc1cc(C)nc(NC(=O)C(C)C)n1	5.2
CCOC(=O)C(NC(C)=O)(OCc1ccc(F)cc1)C(F)(F)F (centres undefined)	-2.6
Cc1c(C#N)c(SCC(N)=O)nc2c1CCCC2	5.4
CC(CC(=O)O)CC(=O)Nc1ccc(S(N)(=O)=O)cc1 (centres undefined)	-2.0
CSC(=NNC(=O)c1ccccc1O)SC	2.4
COc1ccc(C(=O)n2cnnc2N)cc1	4.3
CC(C)(C)C(=O)COC(=O)CNC(=O)c1ccc(Oc2ccccc2)cc1	4.5
CCn1c(=O)cc(OCC(=O)O)c2ccccc21	0.2
COc1ccc(C2C(C#N)=C(N)OC3=C2C(=O)CCC3)cc1Cn1nc(C)c([N+](=O)[O-])c1C (centres undefined)	-5.2
CC1S/C(=C(\C#N)C(=O)NCc2ccco2)N(c2ccc(F)cc2)C1=O (centres undefined)	4.5

The results go on:
compound	Artemis inh
Nc1nnc(SCC(=O)NC2CCCCC2)s1	-7.8
O=C(CN1CCN(c2ccccn2)CC1)Nc1ccc(Oc2ccccc2)cc1	4.3
COc1cccc(/C(O)=C2/C(=O)C(=O)N(CCN3CCOCC3)C2c2cccs2)c1 (centres undefined)	-7.7
Cc1nn(CC(=O)NCc2cccnc2)c(=O)c2ccccc12	4.8
O=C(O)CCC(=O)N1N=C(c2cccs2)CC1c1cn(-c2ccccc2)nc1-c1ccccc1 (centres undefined)	17.7
CC(C)n1c(NCc2c[nH]c3ccccc23)nc2ccccc21	1.5
CCSc1nc(N)nc(-c2cccs2)c1C#N	3.6
COc1ccc(NC(=O)CSc2nnc(C(C)C)n2N)cc1	-4.9
N#Cc1c(N2CCN(C(=O)c3ccccc3Cl)CC2)nc(-c2ccccc2)c2c1CCCC2	-0.5
O=C(Nc1cccc([N+](=O)[O-])c1)C12CC3CC(C1)CC(n1cnc([N+](=O)[O-])n1)(C3)C2	-2.7
CNS(=O)(=O)c1cc(C(=O)NCc2ccco2)ccc1Cl	-2.8
CCCc1cc(=O)n2[nH]c(-c3ccc(C)cc3)cc2n1	-8.8
Cc1ccc(C(=O)Nc2ccc3c(c2)OCO3)cc1S(=O)(=O)N1CCCCC1	8.2
CC/C(=C1/C(=O)CC(C)(C)C(C(=O)OC)C1=O)N1CCCC1 (centres undefined)	0.4
CCCn1nnc(NC(=O)c2ccc(F)cc2)n1	-20.7
COc1ccc(C2CC(=O)C(C=NCCCN3CCOCC3)=C(O)C2)cc1 (centres undefined)	-3.4
CSc1nsc(SCC(=O)Nc2ccc(Br)cn2)n1	14.8
CC1(C)N=C(N)N=C(N)N1c1ccc(F)cc1F	-4.1
C=CCn1c(-c2ccc(OC)cc2)csc1=Nc1c(C)n(C)n(-c2ccccc2)c1=O	4.2
COc1ccc(N=C(C)C2=C(O)COC2=O)cc1	8.5
CCC1=C(OC(=O)c2ccccc2)C(C)(C)C(c2ccccc2)OC1=O (centres undefined)	10.1
C/C=C/C(=O)Nc1nnc(C(C)C)s1	-4.5
O=C(OCC(=O)N1CCCc2ccccc21)C1CCN(S(=O)(=O)c2cccs2)CC1	-3.0
CC1(C)C(=O)OC(c2ccco2)C(C)(C)C1=O (centres undefined)	-0.3
Cc1ccc(/C=N\NC(=O)c2csnn2)cc1	-9.1
CCC(C(=O)Nc1cc(C)on1)c1ccccc1 (centres undefined)	0.3
Cc1nn2c(nc1=O)SCC(c1ccccc1)=N2	-3.0
CCOC(=O)c1[nH]nc(-c2c(O)cc(C)cc2O)c1-c1csc(C)n1	-2.3
COC(=O)c1ccc(C(=O)OC)c(NC(=O)COC(=O)C23CC4CC(CC(O)(C4)C2)C3)c1	18.2
CCCCNC(=O)NC1(C(F)(F)F)Oc2ccccc2O1	6.8
Cc1cccc2cc(COC(=O)C3CCCCC3)c(=O)[nH]c12	8.0
C[C@H](NS(=O)(=O)c1ccccc1F)C(=O)OCC(=O)N1CCc2ccccc21	-3.6
Cc1ccccc1-c1nnc(-c2ccccc2C)o1	4.7
CC(=O)C1=C(C)Nc2ncnn2C1c1ccccc1OCc1ccccc1 (centres undefined)	2.0
COc1ccc(CCC(=O)NC2=NCCS2)cc1OC	-13.7
CCOc1cc(C(C#N)N2CCOCC2)ccc1OC (centres undefined)	0.5
O=C(NC1CCCCC1)c1ccc(COCC(F)(F)F)o1	-3.9
O=C(NC1=NCCS1)c1nc(-c2ccccc2)n(-c2ccccc2)n1	-6.0
CC(=O)Nc1c(OC(C)=O)ccc2c(C)cc(=O)oc12	2.7
Cc1nc2scc(-c3cccs3)c2c(=O)n1CC(=O)O	-1.8
CN(C)c1ccc(/C=c2\sc3n(c2=O)CCCN=3)cc1	-1.1
CCOc1ccccc1-c1nc(-c2ccc(NC(=O)Cc3ccc(OC)cc3)cc2)no1	1.0
O=C(Nc1cccn2ncnc12)C(Cl)Cl	3.6
Cc1ccc2[nH]c(=O)c(CN(CCN3CCOCC3)C(=O)Nc3ccccc3F)cc2c1	0.9
CCCC(=O)Nc1cc(-c2nnc(OC)c3ccccc23)ccc1N1CCOCC1	4.9
